# Compound activity: PubChem BioAssay, Sanford-Burnham Center for Chemical Genomics
# Pyk2 oligo antag = antagonists of Pyk2 self-association, primary screen, Q293 cells, FERM NanoBiT luminescence, HTS. Protein-tyrosine kinase 2-beta (Homo sapiens), Q14289. stronger effect = lower value. z-score (the deposit names both 25 µM and 10 µM). actives 0.83% (n = 99,000). AID 1347419, 2020;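 active = Z-score of -3 or lower, scaled per plate to the spread of control and sample wells; inactive = z-score above -3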;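 also: negative z-score means lost luminescence so less FERM oligomerization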
# MT1-MMP txn act = MT1-MMP promoter reporter activation – cell-based, luciferase luminescence, primary screen; HT1080 MT1-MMP promoter luciferase reporter, overnight; stronger effect = higher value; actives 0.16% (n = 86,000); activation factor at 10 µM;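 active = activation factor of at least 2 for MT1-MMP transcription at 10 µM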
# CD11b adhes enh = enhancers of CD11b/CD18 adhesion to fibrinogen, primary screen, K562 cells, luminescence | Integrin beta-2 (Homo sapiens) + Integrin alpha-M (Homo sapiens), P05107+P11215 | ATPlite luminescence | AID 1499, 2009 | activation, % at 10 µM | actives 0.07% (n = 93,000);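 active = 10 µM primary screen giving 50% or more activity, confirmed by 40% or more on retest at that dose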; also: strong numbers were not always called active; reference of the scale not given here
# CYP2C9 inhib = blockers of cytochrome P450 2C9 activity – biochemical, luminescence, ADME assay, primary screen | CYP2C9 Supersomes, luciferin-H conversion | P11712 | inhibition, % at 5 µM | actives 20% (n = 96,000) | AID 777, 2007;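 active = blocking of liver enzyme CYP2C9 beyond about 50% at 5 µM, limit read from the data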; also: values of inactives mirror those of a sister screen read the other way
# Target sequence (P11712 whole entry, looked up): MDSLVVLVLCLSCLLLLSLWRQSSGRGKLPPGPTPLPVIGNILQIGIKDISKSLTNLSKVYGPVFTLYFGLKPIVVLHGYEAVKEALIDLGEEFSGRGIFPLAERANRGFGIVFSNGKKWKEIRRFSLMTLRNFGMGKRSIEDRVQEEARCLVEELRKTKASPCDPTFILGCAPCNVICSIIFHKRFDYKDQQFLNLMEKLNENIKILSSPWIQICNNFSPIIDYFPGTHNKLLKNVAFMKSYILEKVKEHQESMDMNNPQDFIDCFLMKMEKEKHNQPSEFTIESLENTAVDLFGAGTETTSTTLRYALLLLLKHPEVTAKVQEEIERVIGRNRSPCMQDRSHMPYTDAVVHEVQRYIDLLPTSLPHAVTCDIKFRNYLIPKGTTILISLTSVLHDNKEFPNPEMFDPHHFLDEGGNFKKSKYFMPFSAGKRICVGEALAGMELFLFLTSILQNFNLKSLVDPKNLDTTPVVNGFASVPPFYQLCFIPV
# CYP2C19 inhib = blockers of cytochrome P450 2C19 activity – biochemical, luminescence, ADME assay, primary screen. P33261. CYP2C19 Supersomes, luciferin-H EGE luminescence, 30 min. inhibition, % at 5 µM. actives 21% (n = 96,000);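 active = CYP2C19 inhibition above a set limit at 5 µM in the primary screen, cut at about 50% in these data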;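 also: plate controls were negative control wells for no effect and 2.5 mM tranylcypromine positive control for full effect; values of inactives mirror those of a sister screen read the other way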
# Target sequence (P33261 whole entry, looked up): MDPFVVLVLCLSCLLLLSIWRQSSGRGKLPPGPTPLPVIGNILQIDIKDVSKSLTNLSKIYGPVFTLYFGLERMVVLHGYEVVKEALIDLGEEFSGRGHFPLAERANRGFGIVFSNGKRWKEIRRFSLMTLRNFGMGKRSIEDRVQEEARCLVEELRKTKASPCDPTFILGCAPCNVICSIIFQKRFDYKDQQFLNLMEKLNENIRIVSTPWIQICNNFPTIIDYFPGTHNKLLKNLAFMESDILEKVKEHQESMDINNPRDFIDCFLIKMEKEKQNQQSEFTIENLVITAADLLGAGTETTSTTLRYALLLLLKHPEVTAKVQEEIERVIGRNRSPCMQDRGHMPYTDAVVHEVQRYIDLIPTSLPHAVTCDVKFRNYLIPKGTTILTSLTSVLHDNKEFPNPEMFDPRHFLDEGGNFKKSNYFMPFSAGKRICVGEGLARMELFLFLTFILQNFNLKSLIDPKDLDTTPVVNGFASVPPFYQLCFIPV
# PLAP act = PLAP enzyme activators, biochemical, luminescence, HTS | purified PLAP enzyme, luminescent substrate read-out; stronger effect = higher value | activation fold at 20 µM | actives 1.2% (n = 96,000) | AID 696, 2007; in the data active = activation fold above about 2
# CYP2C9 act = human CYP2C9 activators, primary screen, biochemical, luminescence. Cytochrome P450 2C9 (Homo sapiens), P11712. recombinant CYP2C9, luciferin-H conversion; stronger effect = higher value; factor 1 = untreated enzyme, 0 = blocked. activation factor at 5 µM. actives 1.4% (n = 96,000). AID 1024, 2008;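 active = activation factor of 2 or more for CYP2C9 at a 5 µM dose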;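 also: 0 = sulfaphenazole-blocked wells and 1 = vehicle-only wells; values of inactives mirror those of a sister screen read the other way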
# CD11b adhes inh = inhibitors of CD11b/CD18 adhesion to fibrinogen, primary screen, K562 cells, luminescence; Integrin beta-2 (Homo sapiens) + Integrin alpha-M (Homo sapiens), P05107+P11215; ATPlite luminescence; Mn2+ added to activate the integrin; inhibition, % at 10 µM; actives 0.54% (n = 93,000); AID 1497, 2009;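 active = primary inhibition of 50% or more at 10 µM, then 40% or more on retest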; also: some results filed as inactive read as strong as hits
# CYP2C19 act = human CYP2C19 activators, primary screen, biochemical, luminescence; Cytochrome P450 2C19 (Homo sapiens), P33261; activation factor at 5 µM; AID 1025, 2008; recombinant CYP2C19, luciferin-H EGE luminescence; stronger effect = higher value; 0 = fully inhibited enzyme, 1 = untreated enzyme; 96,000 tested, under 10 active;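 active = activation factor of at least 2 at 5 µM in the primary screen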;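 also: 0 = wells with 2.5 mM tranylcypromine and 1 = vehicle-only wells; values of inactives mirror those of a sister screen read the other way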
# * = called active by the depositor; · = not tested or not shown.
SMILES,Pyk2 oligo antag,MT1-MMP txn act,CD11b adhes enh,CYP2C9 inhib,CYP2C19 inhib,PLAP act,CYP2C9 act,CD11b adhes inh,CYP2C19 act
O=C(c1ccc(Cn2c(=O)[nH]c3ccccc3c2=O)cc1)N1CCN(c2ccc(Cl)cc2)CC1,-0.38,1,-5,23,50,1,0.8,4,0.5
CC(C)(C)c1cc[n+](/C(C(=S)NC2CC2)=C(/[O-])c2ccc(Cl)s2)cc1,-0.13,·,3,8,-3,0.9,0.9,-3,1
COc1ccc(N(CC(=O)Nc2cc(Cl)ccc2OC)S(=O)(=O)c2c(C)noc2C)cc1,-1.8,0.6,-4,89*,90*,1.4,0.1,7,0.1
COC(=O)c1ccccc1NC(=O)c1cc2n(n1)C(C(F)F)CC(C(F)F)N2 (centres undefined),0.76,1.1,48,13,2,0.8,0.9,-17,1
CCCC(c1nnnn1C(C)(C)CC)N(Cc1ccco1)Cc1cc2ccc(OC)cc2[nH]c1=O (centres undefined),0.28,1.1,7,41,29,1.2,0.6,1,0.7
CN(C)/C(CN1CCN(C=O)CC1)=C1\N=C(c2ccccc2)OC1=O,0.6,·,·,19,8,1,0.8,·,0.9
COc1cc(C2C(C#N)=C(N)Oc3cc(C)oc(=O)c32)ccc1OC(=O)N1CCOCC1 (centres undefined),-0.57,1.1,1,24,-7,1,0.8,-4,1.1
O=C(CSc1nnc(CNC(=O)c2ccco2)o1)c1ccccc1,0.12,·,-2,19,-4,1,0.8,-14,1
CCCC(C(=O)NCc1ccco1)N(C(=O)CNS(=O)(=O)c1ccccc1)c1ccccc1OC (centres undefined),-0.2,1.2,10,12,40,1.5,0.9,-2,0.6
Cc1cccc(C(=O)NC(NCc2ccco2)C(Cl)(Cl)Cl)c1 (centres undefined),0.3,·,·,58*,32,1,0.4,·,0.7
CC(C)[C@H](N)c1nnc(SCC(=O)c2ccc(Cl)cc2)o1,-0.93,1.2,0,69*,99*,0.9,0.3,5,0
Cc1nn(CC(C)C)c(=S)[nH]c1=O,0.57,1.2,-6,36,11,0.9,0.6,-11,0.9
Cc1ccc(-c2cc(C(=O)NCc3cccnc3)no2)cc1,0.34,1.2,0,45,20,1,0.6,-54,0.8
CC(C)NS(=O)(=O)c1ccc(OCC(=O)Nc2ccccc2F)cc1,0.1,1.1,0,34,15,0.8,0.7,-15,0.8
CCCN(CCC)CCCNS(=O)(=O)c1ccc2c(c1)oc(=O)n2C,-0.45,1.1,0,-17,-12,0.9,1.2,0,1.1
CCN1C(=O)/C(=C/c2cnn(C)c2C)SC1=S,·,·,0,-1,18,0.8,1,-4,0.8
CC(=O)OCC1OC(n2ccc3ccccc32)C(OC(C)=O)C(OC(C)=O)C1OC(C)=O (centres undefined),-0.17,1.2,-7,33,12,1.4,0.7,10,0.9
N#Cc1c(C(F)(F)F)cc(-c2ccccc2)nc1SCCN1CCOCC1,-2.3,·,·,42,12,1.1,0.6,·,0.9
CC(=O)Nc1nonc1-n1nnc(C(=O)NCc2ccccc2)c1C,0.44,1.2,1,70*,83*,1.2,0.3,-3,0.2
O=C(NNC(=O)c1cc(-c2ccccc2)nc2ccccc12)Nc1cccc(Cl)c1,-1.3,·,-3,75*,24,1.9,0.3,4,0.8
CCN(CC(=O)Nc1cccc(C(C)=O)c1)S(=O)(=O)c1ccc(OC)cc1,1.3,1.2,4,44,45,0.8,0.6,-16,0.6
Cc1ccc2cc(CN(C(=O)c3ccco3)c3ccccc3C)c(=O)[nH]c2c1,-0.29,1.1,-2,-2,-10,1,1,-5,1.1
CCOC(=O)c1[nH]c(=O)[nH]c1CSc1nc(C)cc(C)n1,0.7,1.1,-1,-14,7,2.2*,1.1,1,0.9
COc1ccc(C(=O)Nc2cc3c(cc2C#N)OCO3)cc1S(=O)(=O)N1CCN(C)CC1,·,1.1,-4,12,4,0.8,0.9,7,1
Cc1nn(-c2ccccc2)c2c1C1(C(=O)N(C)c3ccccc31)N(c1ccccc1)C(=O)N2 (centres undefined),-2.5,0.9,0,17,4,0.9,0.8,-2,1
COc1ccc(C(=O)NCc2nnc(SCC(=O)Nc3cc(C)cc(C)c3)o2)cc1OC,1,1.1,0,-9,32,1.8,1.1,-15,0.7
CSc1nc2nc(C)cc(-c3ccccc3)n2n1,-0.08,1.1,6,-1,-10,1,1,26,1.1
CCc1nnc(NC(=O)c2ccc(S(=O)(=O)NCC(C)C)cc2)s1,-1,1,-1,-5,-2,1.2,1,-27,1
N=c1n(CCN2CCCCC2)c2ccccc2n1CC(O)c1cccc(Br)c1 (centres undefined),-1.1,1.1,4,2,6,2*,1,4,0.9
CCOC(=O)C1=NOC(CNC(=O)c2c(-c3ccccc3Cl)noc2C)C1 (centres undefined),0.46,·,5,0,17,1.1,1,-2,0.8
Cc1cc(NC(=O)COC(=O)c2cc(S(=O)(=O)N3CCOCC3)ccc2N2CCCCC2)no1,-0.32,1.3,-3,18,12,1.3,0.8,2,0.9
CCc1noc(C)c1C(=O)Nc1nc(-c2ccc(Cl)cc2Cl)c(C)s1,1.5,·,-7,49,10,1.1,0.5,13,0.9
CCOC(=O)C1CCN(Cc2cnc(Oc3ccc(C(C)(C)C)cc3)s2)CC1,-0.19,·,·,37,40,1.3,0.6,·,0.6
CC1CCCCC1NC(=O)C1CCCN1S(=O)(=O)c1cccc2nsnc12 (centres undefined),·,·,3,21,69*,1.7,0.8,4,0.3
Cc1cc2cc(C(c3nnnn3Cc3ccco3)N3CCCCC3)c(=O)[nH]c2cc1C (centres undefined),0.17,1.4,-6,1,-2,0.8,1,-4,1
O=C(c1cccn2c(=O)c3ccccc3nc12)N1CCN(c2ccccn2)CC1,0.1,1.1,4,59*,36,1.1,0.4,-25,0.6
CC(C)=C1SC(N2CCN(c3cccc(C(F)(F)F)c3)CC2)=NC1=O,-0.14,1,·,-62,-11,1.2,1.6,·,1.1
COc1cc(/C=C(\C#N)C(=O)NCC2CCCO2)c([N+](=O)[O-])cc1OC (centres undefined),0.91,·,·,-70,11,0.9,1.7,·,0.9
COc1cc2c(cc1NS(=O)(=O)N1CCCCC1)oc1ccccc12,-0.76,1.1,3,-61,70*,1.5,1.6,6,0.3
O=C(O)c1cn(-c2ccc(F)c(F)c2)c2c(F)c(F)c(F)c(F)c2c1=O,0.08,·,·,7,9,1,0.9,·,0.9
CCOc1ccc(C(N)=O)cc1OC,-0.13,1.2,·,-13,-12,0.8,1.1,·,1.1
Cc1ccc(NC(=O)C2(c3ccccc3)CC2(Cl)Cl)cc1C (centres undefined),-3.2*,·,·,30,74*,1.1,0.7,·,0.3
O=S1(=O)CC(O)C(N2CCC(c3ccccc3)CC2)C1 (centres undefined),-0.03,1.1,8,-17,-2,1,1.2,-10,1
Cc1c(N2C(=O)C(C)SC23C(=O)Nc2ccccc23)c(=O)n(-c2ccccc2)n1C (centres undefined),0.89,1.1,1,-20,-21,1.2,1.2,-8,1.2
CCc1nnc(NC(=O)CSc2nnc(-c3cc4ccccc4cc3O)n2CC)s1,-3*,1.1,0,90*,52*,1.8,0.1,6,0.5
CC1C/C(=N/NC(=O)c2cccs2)CC(C)(C)C1 (centres undefined),-0.11,·,-3,11,42,1,0.9,-33,0.6
Cc1ccc(N(C(=O)c2ccc3c(c2)OCO3)C2C=CS(=O)(=O)C2)cc1 (centres undefined),-0.53,1.1,-2,22,44,1,0.8,-6,0.6
COc1cc2cc(C(=O)Nc3ccccc3)c(N)nc2cc1OC,-0.81,1.2,1,10,-12,0.9,0.9,1,1.1
Cn1cccc1C(=O)Nc1nc(-c2ccccn2)cs1,-0.34,0.8,12,17,28,1.7,0.8,-2,0.7
COc1ccc(C(c2nnnn2Cc2ccccc2)N2CCN(c3ccccc3)CC2)cc1 (centres undefined),-3.8*,1.1,5,86*,91*,1.6,0.1,4,0.1
Oc1ccc(Br)cc1-c1nc2cnccn2c1NC1CCCC1,-0.48,1.3,9,50,40,1,0.5,11,0.6
O=C(CSc1nc2ccccc2c(=O)n1NC(=O)c1ccccc1)c1ccc(Cl)cc1,0.17,1.4,·,78*,46,1.1,0.2,·,0.5
CCSc1nc(N2CCOCC2)c2ccccc2n1,2.6,1,-3,-1,17,0.9,1,-16,0.8
CCOC(=O)C1CCN(C(=O)C(=O)N2CCC(C(=O)OCC)CC2)CC1,1.9,0.9,·,-10,-4,1.1,1.1,·,1
CCOC(=O)C1=C(C)N(C)C(=O)NC1c1ccc(C)s1 (centres undefined),0.07,1.1,4,8,31,0.7,0.9,-9,0.7
O=C(c1c(F)c(F)c(F)c(F)c1F)N(Cc1ccccc1)Cc1ccccc1,-1.1,1.2,-4,34,14,0.6,0.7,3,0.9
Brc1ccc(-c2nc(N/N=C/c3cccnc3)c3ccccc3n2)cc1,-2.6,0.6,-7,64*,43,1.7,0.4,101*,0.6
CN(C)S(=O)(=O)c1c(Cl)cccc1Cl,0.17,1.1,-1,-31,8,0.9,1.3,-22,0.9
Cc1ccccc1CS(=O)(=O)Cc1ccc(C(=O)NCc2cccnc2)o1,2.1,1,·,42,78*,1,0.6,·,0.2
C=CCn1c(CCC(=O)O)ccc1-c1ccccc1,0.6,1.1,0,70*,39,1,0.3,4,0.6

# (next part)
SMILES,Pyk2 oligo antag,MT1-MMP txn act,CD11b adhes enh,CYP2C9 inhib,CYP2C19 inhib,PLAP act,CYP2C9 act,CD11b adhes inh,CYP2C19 act
COCCN1C(=O)c2oc3c(C)cc(C)cc3c(=O)c2C1c1cccc(O)c1 (centres undefined),-0.51,1.1,-2,99*,71*,1.2,0,2,0.3
COc1ccc(N2C(=O)CC(Cc3ccccc3)C2=O)cc1 (centres undefined),-1,1.2,0,2,50,1.1,1,-28,0.5
CCOCCCNC(=O)C(NC(=O)c1cnccn1)c1ccc(OC)cc1 (centres undefined),-0.22,1.2,-5,15,32,1.2,0.8,5,0.7
O=C(Nc1cccc(-c2nc3ccccc3[nH]2)c1)c1cccc(NC(=O)c2ccco2)c1,-2.5,1.6,49,70*,54*,1.6,0.3,28,0.5
O=C(C1CCN(c2nnc(-n3cccc3)s2)CC1)N1CCN(c2cccc(C(F)(F)F)c2)CC1,0.47,1.2,-1,55*,52*,1,0.5,5,0.5
O=c1c(/C=N/O)coc2ccc3ccccc3c12,0.45,1.2,-2,-96,0,0.9,2*,-8,1
O=C(O)c1oc2ccc(Br)cc2c1-n1cccc1,3.2,1.2,3,-4,-10,1.1,1,-4,1.1
O=C(OCC(=O)c1ccc[nH]1)c1ccc(S(=O)(=O)N2CCCCC2)cc1,·,1.3,-2,21,6,0.9,0.8,1,0.9
CC1(C)CCCN(C(=O)N2c3ccccc3Sc3ccccc32)C1,-0.52,1.2,·,7,16,1,0.9,·,0.8

# Three compounds already listed, sorted by the value under PLAP act, smallest number first:
mol | Pyk2 oligo antag | MT1-MMP txn act | CD11b adhes enh | CYP2C9 inhib | CYP2C19 inhib | PLAP act | CYP2C9 act | CD11b adhes inh | CYP2C19 act
CCSc1nc(N2CCOCC2)c2ccccc2n1 | 2.6 | 1 | -3 | -1 | 17 | 0.9 | 1 | -16 | 0.8
O=S1(=O)CC(O)C(N2CCC(c3ccccc3)CC2)C1 (centres undefined) | -0.03 | 1.1 | 8 | -17 | -2 | 1 | 1.2 | -10 | 1
CC(C)=C1SC(N2CCN(c3cccc(C(F)(F)F)c3)CC2)=NC1=O | -0.14 | 1 | · | -62 | -11 | 1.2 | 1.6 | · | 1.1
